# KLK7 zymogen act – activates the human kallikrein-7 zymogen | P49862 | activation, % at 7 µM | 370,000 tested, 0.9% active | purified proKLK7, EDANS-DABCYL substrate fluorescence; 100% is mature enzyme control, 0% vehicle;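 active = activation above the mean of all tested compounds plus 3 SD, computed per campaign excluding outliers beyond control limits, cut at about 13% in these data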
# LEDGF integ inh – blocks HIV-1 LEDGF/p75-dependent DNA integration; TR-FRET IN-LEDGF/p75 DNA integration, Eu/Cy5; 370,000 tested, 0.64% active; inhibition, % at 3.7 µM;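 active = inhibition above the screen-wide mean plus 3 SD, cut at about 13% in these data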;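 note: signal is the Cy5 over europium emission ratio at 671 and 618 nm; 0% = plate median of compound wells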
# ARFGAP1 inh – rat ARFGAP1 inhibition | Q62848 | Arfgap1-stimulated ARF1 GTP hydrolysis, GDP FP detection | inhibition, % at 16.5 µM | 360,000 tested, 0.26% active;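 active = inhibition above a per-plate limit, mean inhibition of low control wells plus 3 SD, cut at about 25% in these data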;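 note: 0% = DMSO wells with enzyme and 100% = wells lacking Arfgap1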
# Target sequence (Q62848 1-136 limits assumed): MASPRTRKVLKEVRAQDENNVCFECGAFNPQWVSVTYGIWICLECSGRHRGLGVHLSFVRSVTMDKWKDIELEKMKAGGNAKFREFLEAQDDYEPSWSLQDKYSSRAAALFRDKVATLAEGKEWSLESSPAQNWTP
#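 Material: rat Arfgap1 catalytic domain, aa 1-136; also added: human ARF1(Δ1-17)-GTP substrate; compound dosing: one concentration, 16.5 µM, DMSO 1.26%; incubation: GTP hydrolysis reaction 2 h at 25 °C; measured by: Tracer-displacement fluorescence polarization with EDTA stop, 620/688 nm; evaluation: % inhibition from polarization; repeats: one replicate per compound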
# ADAM17 inh – ADAM17 inhibition, QFRET primary screen | P78536 | recombinant ADAM17, EDANS/DABCYL FRET peptide cleavage | inhibition, % at 6.95 µM | 370,000 tested, 0.83% active;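 active = inhibition above the mean of compounds lying between control limits plus 3 SD, set per campaign, cut at about 8.5% in these data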;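 note: 0% = DMSO-only wells as the low control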
# Target sequence (P78536 215-824 limits assumed): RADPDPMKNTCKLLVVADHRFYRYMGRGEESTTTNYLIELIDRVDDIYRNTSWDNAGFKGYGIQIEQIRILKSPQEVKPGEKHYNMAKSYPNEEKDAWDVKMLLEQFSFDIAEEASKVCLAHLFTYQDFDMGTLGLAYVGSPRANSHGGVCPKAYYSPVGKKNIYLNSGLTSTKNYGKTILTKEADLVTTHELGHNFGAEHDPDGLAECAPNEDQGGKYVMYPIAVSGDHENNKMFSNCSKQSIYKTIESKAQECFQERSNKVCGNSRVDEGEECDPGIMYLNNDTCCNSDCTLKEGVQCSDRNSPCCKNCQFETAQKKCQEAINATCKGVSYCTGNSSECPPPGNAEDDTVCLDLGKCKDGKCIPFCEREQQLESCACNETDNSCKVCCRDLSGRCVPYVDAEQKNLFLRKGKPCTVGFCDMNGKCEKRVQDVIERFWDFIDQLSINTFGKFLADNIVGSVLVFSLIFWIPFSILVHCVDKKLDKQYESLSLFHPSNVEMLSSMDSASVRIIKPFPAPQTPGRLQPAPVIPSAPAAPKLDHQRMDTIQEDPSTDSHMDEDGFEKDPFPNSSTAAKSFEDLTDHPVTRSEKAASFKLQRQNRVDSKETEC
# ADAM10 inh – inhibits human ADAM10; recombinant ADAM10, EDANS/DABCYL FRET peptide cleavage, 3 h; AID 720582; O14672; 370,000 tested, 0.62% active; inhibition, % at 7 µM;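 active = inhibition above a per-campaign cutoff equal to the mean of compounds falling between control-based bounds plus 3 SD, cut at about 20% in these data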;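 note: 0% = DMSO wells while the 100% control is not disclosed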
# ASAP1 inh – ASAP1 ArfGAP inhibition; Q9ULH1; AID 624377; 360,000 tested, 0.19% active; inhibition, % at 16.5 µM; ASAP1-stimulated ARF1 GTP hydrolysis, GDP FP detection; in the data active = inhibition above about 25%;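 note: 0% = vehicle with enzyme and substrate and 100% = no enzyme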
# TDP2 absorb – blocks human TDP2 phosphodiesterase activity; recombinant TDP2, T5PNP hydrolysis, p-nitrophenol absorbance 415 nm; inhibition, % at 12.8 µM; 370,000 tested, 0.34% active; AID 720702;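 active = inhibition above the mean of all tested compounds plus 3 SD, set per campaign, cut at about 25% in these data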;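 note: 0% = DMSO with enzyme and 100% = buffer with substrate but no TDP2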
# Target sequence (O95551 whole entry, looked up): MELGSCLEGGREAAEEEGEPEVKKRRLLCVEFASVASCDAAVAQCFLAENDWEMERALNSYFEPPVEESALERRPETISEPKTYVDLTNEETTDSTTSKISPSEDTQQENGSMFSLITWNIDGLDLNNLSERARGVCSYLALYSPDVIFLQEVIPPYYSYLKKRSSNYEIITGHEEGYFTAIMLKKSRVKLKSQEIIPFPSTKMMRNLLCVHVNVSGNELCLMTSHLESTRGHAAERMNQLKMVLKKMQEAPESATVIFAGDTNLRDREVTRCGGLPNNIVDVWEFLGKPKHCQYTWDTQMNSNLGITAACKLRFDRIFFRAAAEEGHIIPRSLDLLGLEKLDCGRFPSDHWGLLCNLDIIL
#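 test system = human TDP2 enzyme | input = TDP2 enzyme at 120 nM final | medium = 50 mM Tris-HCl pH 7.5 with Mg2+, KCl, DTT, BSA | also added = T5PNP substrate, 5 mM | times = 2 h at 37 °C | technique = epi absorbance | benchmarks = high control without enzyme, low control DMSO plus TDP2 | replication = each compound tested once, singlicate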
# DDE Tn6 FP inh – DD(E)-Tn6 binding inhibition, primary FP screen; P02675; Fibrin DD(E) TRITC-Tn6 fluorescence polarization displacement; inhibition, % at 8.3 µM; 370,000 tested, 0.21% active;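 active = inhibition above a per-campaign cutoff: mean of compounds within control limits plus 3 SD, cut at about 15% in these data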;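 note: 0% = median of all compound wells on the plate and 100% = blocking peptide control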
# DDE Tn7 FP inh – DD(E)-Tn7 binding inhibition, primary FP screen. FP displacement of FITC-Tn7 peptide from fibrin DD(E); 0% = median of compound wells per plate. inhibition, % at 8.3 µM. 370,000 tested, 0.13% active. AID 720508;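 active = inhibition above the mean of compounds falling within the control limits plus 3 SD of them, cut at about 14% in these data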;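 note: 0% = plate median of compound wells and 100% = 10 µM Aha-Tn7 peptide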
#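 Also added: labelled Tn7 tracer, 0.1 µM; Assay system: human fibrin DD(E) protein; Amount: 2 µM fibrin DD(E); Schedule: 10 min compound pre-incubation, 3 h probe incubation at room temperature; Repeats: one replicate per compound; Read-out basis: percent inhibition; Measured by: fluorescence polarization of the labelled Tn7 tracer.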
# PLC-gamma1 inh – blocks human PLC-gamma1 enzyme activity | P19174 | purified PLC-gamma1, fluorogenic substrate, fluorescence | inhibition, % at 12.2 µM | 370,000 tested, 0.84% active | AID 720700; in the data active = inhibition above about 9.5%
# * = called active by the depositor; i = inactive.
# Values in the order: KLK7 zymogen act	LEDGF integ inh	ARFGAP1 inh	ADAM17 inh	ADAM10 inh	ASAP1 inh	TDP2 absorb	DDE Tn6 FP inh	DDE Tn7 FP inh	PLC-gamma1 inh
- CCOC(=O)N1CCC(NC(=O)CSCc2nc(-c3cccc(OC)c3)oc2C)CC1
→ -0.2	-3	-11	1	8	6	2	1	-1	-4
- C=C1CCC2[C@](C)(CO)[C@H](O)CC[C@@]2(C)[C@@H]1/C=C/C1=CCOC1=O (some centres not stated)
→ 0.1	4	-1	1	-5	-2	-7	3	-7	3
- Cc1ccc(-n2cnnn2)cc1Cl
→ 0.2	1	0	-3	3	-13	5	0	6	1
- CC(C)(C)NC(=O)NC(=O)CN1CCCc2ccccc21
→ -0.1	1	18	-2	-4	0	-7	5	3	-4
- CC(=O)Nc1ccc(S(=O)(=O)NCCC(=O)N2CCCCC2)cc1
→ -1.0	-3	3	-6	-10	8	-5	-7	0	2
- CC(C)c1ccc(NC(=O)C(c2ccccc2)N2CCOCC2)cc1 (configuration not stated)
→ 0.1	-4	13	-1	-21	-2	-5	-4	6	5
- CC1CCCN(CCCOc2ccc([N+](=O)[O-])cc2)C1 (configuration not stated)
→ -1.0	4	-5	-1	-2	7	1	6	1	7
- CS(=O)(=O)N1CCN(C(=O)Cc2ccc([N+](=O)[O-])cc2)CC1
→ 0.4	0	-3	-1	-1	-1	6	3	11	1
- COc1ccc(C(=O)N2CCCC(CCC(=O)NCc3ccccc3F)C2)c(OC)n1 (configuration not stated)
→ 0.2	-1	6	0	7	-7	-13	6	-3	2
- CSc1nc(SCc2ccccc2)[nH]c(=O)n1
→ -0.5	0	4	-5	-13	2	-10	-12	2	3
- CCOc1c(Cl)cc(C2NC(=O)NC(C)=C2C(=O)NCc2ccccc2)cc1OC (configuration not stated)
→ 0.4	4	3	-7	-4	10	-6	-6	-6	3
- COc1ccc(S(=O)(=O)N2CCOCC2)cc1NC(=O)CSc1nnc2c(n1)[nH]c1ccccc12
→ 0.0	0	-1	-8	-5	9	1	2	-2	1
- COc1ccccc1CNC(=O)c1cc(-c2cc(Cl)ccc2C)n[nH]1
→ 0.5	0	7	2	5	18	3	4	-4	1
- Cc1c(C)c2ccc(OCC(=O)N3CCC[C@@H]3C(=O)O)c(C)c2oc1=O
→ 1.6	-3	-6	-170	i	-8	2	7	0	-42
- CCN1CCC2(CC1)C(C#N)=C(N)Oc1c2sc2nc(C)cc(C)c12
→ 3.5	-1	6	-22	-58	-1	-3	-7	-10	-79
- CN(CCOc1ccc(Br)cc1)C(=O)CNC(=O)c1ccc2ccccc2c1
→ 0.3	2	-5	7	16	4	-16	-1	-2	2
- COc1ccc(N2CC(C(=O)N[C@@H](C)C(=O)NC(C)c3ccccc3)CC2=O)cc1 (some centres not stated)
→ 0.5	0	1	-1	9	-8	-30	-3	3	4
- CCN1C(=O)c2cccc3c(S(=O)(=O)N(C(=O)c4ccncc4)c4ccc(OC)cc4)ccc1c23
→ -48	-1	-12	-34	-105	-11	-5	-5	3	-22
- COc1ccc2cc(C)c3nnc(SCc4cccnc4)n3c2c1
→ -0.7	7	-3	-7	-20	-8	-12	-1	-10	0
- CC1(C)CC(=O)C2=C(C1)OC(N)=C(C#N)C2c1cc2c(cc1[N+](=O)[O-])OCO2 (configuration not stated)
→ 108*	3	6	-67	-232	-4	-8	1	7	i
- CC(=O)Nc1cc2c(cc1NC(=O)Cn1nc(-c3ccccc3F)ccc1=O)OCCO2
→ -0.8	4	8	-6	-3	0	7	-4	0	2
- COc1ccc(N(CC(=O)NC2CCCC2)C(=O)Cn2nnc(-c3ccc(C)cc3)n2)cc1OC
→ -0.1	5	12	3	0	5	-4	4	6	3
- O=C(Cc1cccc2ccccc12)Nc1ccc(O)cc1C(=O)O
→ 0.0	-3	0	-7	-11	0	9	-2	0	-46
- COc1cc(NC(=O)COC(=O)CC2CC3CCC2C3)cc(OC)c1 (configuration not stated)
→ -0.7	-4	18	-3	-4	-6	1	-1	-1	2
- COc1ccc(CNC(=O)c2ccc(Br)s2)cc1OC
→ 0.1	1	-9	-1	-4	-5	8	3	-1	0
- CCOc1cc(N2CCOCC2)c(OCC)cc1NC(=O)COC(=O)c1cc2ccccc2cc1O
→ 0.3	0	-4	0	4	1	0	-1	-2	-12
- COCCCn1c(SCC(=O)Nc2nnc(C)s2)nnc1-c1ccoc1C
→ 0.7	-2	-4	-4	6	-6	13	-3	1	-4
- Cc1ccc(NC(=O)C2CCN(S(=O)(=O)c3cc([N+](=O)[O-])ccc3Cl)CC2)nc1
→ 0.7	1	-12	-1	-10	5	1	4	-4	2
- CCCOc1ccc(C2C(C(=O)c3cc4ccccc4o3)=C(O)C(=O)N2c2cc(C)on2)cc1 (configuration not stated)
→ -0.8	0	-19	-2	4	-2	4	1	0	-19
- O=C(CN1C(=O)c2ccccc2C1=O)N1CCCCC1
→ 0.2	-2	-2	-1	0	-1	0	8	4	-2

# The closing 2 records of the part above come first, to join the parts.
# Values in the order: KLK7 zymogen act	LEDGF integ inh	ARFGAP1 inh	ADAM17 inh	ADAM10 inh	ASAP1 inh	TDP2 absorb	DDE Tn6 FP inh	DDE Tn7 FP inh	PLC-gamma1 inh
- CCCOc1ccc(C2C(C(=O)c3cc4ccccc4o3)=C(O)C(=O)N2c2cc(C)on2)cc1 (configuration not stated)
→ -0.8	0	-19	-2	4	-2	4	1	0	-19
- O=C(CN1C(=O)c2ccccc2C1=O)N1CCCCC1
→ 0.2	-2	-2	-1	0	-1	0	8	4	-2
- COc1ccc(-c2csc3nc(-c4ccccc4F)oc(=O)c23)cc1OC
→ -3.0	9	8	-1	-2	4	6	8	1	-34
- O=C(CCc1ccc(S(=O)(=O)NCc2ccccc2)cc1)NCC1CCCO1 (configuration not stated)
→ -0.1	-3	-2	-1	3	-3	18	3	2	3
- COCCSc1nnc(NS(=O)(=O)Cc2ccccc2)s1
→ 0.1	-2	10	-3	2	-6	4	8	-3	-4
- CCC(=O)Oc1ccc(-c2cnc3ccccc3n2)cc1
→ -1.2	-2	6	-9	-56	-11	-5	2	-5	-38
- CCOc1ccc(NC(=O)Cn2nnc(C(=O)NCc3ccc4c(c3)OCO4)c2N)cc1
→ -0.4	0	4	1	0	3	5	3	-1	3
- O=C(NC1CCCCC1)c1cc(N2C(=O)CCC2=O)ccc1Cl
→ 0.6	-9	18	1	-17	9	-12	-4	-7	4
- COc1ccc(OC)c(CNC(=O)c2ccc(C)c(NC(=O)C3=C(C)OCCS3)c2)c1
→ 0.9	1	-2	-4	-5	1	-1	3	-2	0
- COc1cccc(NC(=O)c2ccc3c(c2)CCN3S(C)(=O)=O)c1
→ 0.1	-2	-3	-1	-6	3	10	0	-4	0
- CCCCS(=O)(=O)N1CCN(C(=O)C(=O)c2cccc(C(F)(F)F)c2)CC1
→ -0.1	0	-8	0	0	-12	-3	3	-4	2
- NC(=S)Nc1ccc2cn[nH]c2c1
→ 0.0	-3	-9	-2	-6	-3	7	1	0	-3
- Cc1ccccc1CSc1nnc(CCCCCNC(=O)OC(C)(C)C)o1
→ 0.2	-2	-10	-4	3	-4	-6	-4	2	-3
- CCCCOc1ccc(C(=O)N/C(=C\c2ccc(OC)cc2)C(=O)OCc2ccco2)cc1
→ 0.1	0	14	6	18	12	-11	-5	-7	-4
- CCCCCC(=O)Nc1cc2[nH]c(=O)cc(COC)c2cc1C
→ 0.3	-1	6	-15	-57	2	-4	-8	-2	-8
- CC(C)(C)C(=O)CSc1nc(N)cc(=O)[nH]1
→ -0.7	-2	5	-4	-10	3	2	-1	-3	1
- O=C(COc1ccc(S(=O)(=O)Nc2ccc(Cl)cc2)cc1)N1CCOCC1
→ 0.1	-2	7	-4	0	-13	5	-3	5	-1
- c1ccc(-c2cc3nccc(-c4ccccn4)n3n2)cc1
→ 0.6	-8	6	-3	-15	-3	-10	9	1	-140
- CCN(CC(=O)NC1CCS(=O)(=O)C1)C(=O)c1ccc(OC)c([N+](=O)[O-])c1 (configuration not stated)
→ 0.0	3	2	-1	-9	9	2	-5	-3	-1
- COc1ccc(OC)c(N(C(=O)c2ccco2)C(C(=O)NC2CCCC2)c2cc(OC)c(OC)c(OC)c2)c1 (configuration not stated)
→ 0.8	1	1	-3	-3	2	9	-5	1	-15
- c1ccc(-c2nc(-c3ccncc3)n[nH]2)nc1
→ 0.3	-5	-5	-1	-3	-3	11	-2	4	-1
- COC(=O)C(N)Cc1ccc(O)c(O)c1 (configuration not stated)
→ 1.3	4	6	-3	-3	-3	3	3	-1	-8
- CCOc1ccc2c(c1)-c1c(ssc1=S)C(C)(C)N2C(=O)CSC1=NCCS1
→ -0.4	0	-4	2	11	-9	-2	5	6	2
- O=C(NN=C1CCCCCCC1)C(=O)NC1CCCCC1
→ 0.3	-3	-2	-2	10	-1	-3	-3	4	-1
- COc1cc(-c2c(C(=O)c3ccccc3)[nH]c(N)c2C(=O)NCCc2c[nH]c3ccccc23)ccc1F
→ -1.1	7	12	7	16	10	2	-1	-1	-7
- CCc1nc2c(OCc3ccc(C(=O)OC)cc3)cccn2c1N(C)C(=O)CC(C)C
→ 0.8	-3	24	-2	-4	-9	-8	0	0	-7
- CC(C)CC(N)c1csc(Nc2cnccn2)n1 (configuration not stated)
→ 0.8	3	-12	0	3	-6	-10	2	0	-1
- COc1cc2c(C#CCO)c(-c3ccc(C#N)cc3)oc(=O)c2cc1OC
→ -1.8	4	4	-109	-428	8	-9	-3	-7	-159
- COc1ccc(Cn2nnc(C(=O)Nc3ccc(F)cc3)c2N)cc1
→ -0.3	1	0	1	0	1	-3	4	-4	4
- Cc1ccccc1C(=O)N1CCN(c2ccccn2)CC1
→ -0.2	-1	5	-2	-13	-10	4	3	-4	-3
- Cc1ccc(-c2nnc(N3CCN(C(=O)c4cccs4)CC3)c3ccccc23)cc1
→ 0.1	4	14	1	3	2	4	-2	-1	0
- O=C(CSc1cccc[n+]1[O-])c1ccc(Cl)cc1
→ 3.7	2	5	-6	-6	-3	7	-1	-3	-2
- O=C(CN1CCCC1)NC1C2CC3CC(C2)CC1C3 (configuration not stated)
→ -0.2	2	-4	0	5	-3	3	7	-1	0
- CC(=O)Nc1sc(C)c(C)c1C(=O)OCC(=O)NCc1ccc(F)cc1
→ -4.7	1	7	0	-7	-5	4	2	-10	-1
- CCOC(=O)C1=C(C)N(C)C(C)=C(C(=O)OCC)C1c1ccccc1
→ 1.9	3	13	2	1	-4	-5	5	-9	5
- O=C(CN1C(=O)C(=O)N(C2CCCC2)C1=O)Nc1cc(Cl)ccc1[N+](=O)[O-]
→ 0.1	0	12	1	-7	-1	-9	-1	-11	2

# High-throughput results from PubChem.

# Rows were taken by chance; 4.2% or so of the library scored in one or more.
